# PLK1 PBD inh: inhibitors of human PLK1 polo-box domain binding. P53350. Plk1 PBD binding of FITC phosphopeptide, fluorescence polarization. Potency, µM, inactives show max response, negative = inhibition, hits mostly inhibitors. actives 2.8% (n = 360,000); also: potency is read from the fitted curve at half-maximal effect; series mostly up to about 57 µM; % is scaled to controls: 0 for no effect and ±100 for the full control effect; nearly all actives have a fitted effect of over 65% in size
# GLP-1R agonist: GLP-1 receptor (human) agonism | P43220 | HEK293 GLP-1R CRE-luciferase, luminescence, 4-6 h; cells express a hypersensitive GLP-1R form | Potency, µM (titrated, usually from 45.6 µM), without a hit: at the highest dose activation, usual class: activators | actives 0.007% (n = 380,000) | AID 624172; also: potency is read from the fitted curve at half-maximal effect; % of control where 0% means no effect
# Target sequence (P43220 whole entry, looked up): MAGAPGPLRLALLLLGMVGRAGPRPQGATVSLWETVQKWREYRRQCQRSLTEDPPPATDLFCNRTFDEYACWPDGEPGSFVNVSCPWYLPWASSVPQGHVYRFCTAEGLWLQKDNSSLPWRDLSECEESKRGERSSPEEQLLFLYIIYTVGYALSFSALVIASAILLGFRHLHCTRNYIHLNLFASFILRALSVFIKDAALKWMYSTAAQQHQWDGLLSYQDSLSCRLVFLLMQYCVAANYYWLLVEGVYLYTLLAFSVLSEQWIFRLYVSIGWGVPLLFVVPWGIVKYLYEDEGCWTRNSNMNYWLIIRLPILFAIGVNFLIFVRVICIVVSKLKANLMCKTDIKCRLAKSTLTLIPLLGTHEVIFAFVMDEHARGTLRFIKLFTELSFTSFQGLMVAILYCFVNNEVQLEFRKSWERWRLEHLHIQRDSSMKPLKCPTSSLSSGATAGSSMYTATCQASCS
# GLP1R inv ag: acts as inverse agonist at human GLP-1 receptor; P43220; HEK293 GLP-1R CRE-luciferase, luminescence, 24 h; GLP-1R form is constitutively active; Potency, µM (highest dose often 38.3 µM), inactives show top-dose activity change, negative = inhibition, hits mostly inhibitors; actives 1.6% (n = 410,000); AID 624417; also: potency is read from the fitted curve at half-maximal effect; % is scaled to controls: 0 for no effect and ±100 for the full control effect; nearly all actives have a fitted effect of over 55% in size
#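 Inverse agonists were sought by their lowering of basal cAMP reporter luciferase output in HEK293 cells stably carrying constitutively active human GLP-1R, after 24 h compound treatment.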
# IL2 activator: activators of IL-2; activation, % (series mostly up to about 46 µM); IL-2 activation reporter assay, cell-based qHTS; stimulated with anti-CD3/CD4/CD28 beads; in transgenic mouse T cells; actives 0.065% (n = 360,000); in the data active = activation above about 50%; inconclusive = mostly about 30% to 49%; also: 0% is about no effect
#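 Readout: EGFP and DsRed signals by fluorescent plate cytometry. Unstimulated transgenic mouse T cells received compound 60 min before antibody-bead stimulation, then incubated 18 h at 37 degrees C.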
# EPAC1 ag: activates human EPAC1 exchange factor | O95398 | actives 0.073% (n = 360,000) | Potency, µM (titrated, usually from 154 µM), for inactives: top-dose activation, hits mostly activators | EPAC1 agonist qHTS, biochemical assay; response scale: 100% = response to 6.5 mM cAMP | AID 720707; also: potency is read from the fitted curve at half-maximal effect; nearly all actives have a fitted effect of over 60% in size
#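 Compounds were pinned as a concentration titration into mixtures of EPAC1 (100 nM), BODIPY-GDP-loaded Rap1B (250 nM) and GDP (50 uM). After 5 min at room temperature, fluorescence was followed for 30 min; activity was scaled to 6.5 mM cAMP.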
# PI5P4K alpha inh: inhibitors of human PI5P4K alpha | P48426 | PI5P4Kalpha enzyme, ADP-Glo luminescence, 60 min; stronger effect = lower value | max response, % | actives 1.2% (n = 330,000) | AID 652105; active = max response of -50% or lower; inconclusive = between -30% and -50%; inactive = -30% or higher; also: value at the top dose of about 77 µM; % is scaled to controls: 0 for no effect and ±100 for the full control effect
# Target sequence (P48426 whole entry, looked up): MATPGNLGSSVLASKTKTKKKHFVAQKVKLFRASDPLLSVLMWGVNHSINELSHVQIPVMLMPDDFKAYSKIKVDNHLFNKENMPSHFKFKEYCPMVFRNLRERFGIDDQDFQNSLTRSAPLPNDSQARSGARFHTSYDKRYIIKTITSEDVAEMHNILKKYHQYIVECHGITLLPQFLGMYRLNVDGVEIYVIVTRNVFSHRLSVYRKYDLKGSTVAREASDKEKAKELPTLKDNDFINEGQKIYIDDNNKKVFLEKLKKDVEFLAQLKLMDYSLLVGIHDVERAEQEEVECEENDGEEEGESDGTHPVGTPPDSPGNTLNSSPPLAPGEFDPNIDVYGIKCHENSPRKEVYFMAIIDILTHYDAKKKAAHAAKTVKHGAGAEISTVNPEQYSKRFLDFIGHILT
#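 Compounds were pin-transferred onto PI5P4Kalpha and substrate in HEPES pH 7.4 buffer with EGTA, CHAPS and 5% DMSO. ATP (5 microM final) started the reaction, which ran 60 minutes at room temperature before ADP-Glo detection.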
# PTHR1 ag: PTHR1 (human) receptor agonism. Q03431. HEK293 GP2 PTHR1 cells, GloSensor cAMP luminescence, 1 h. Potency, µM (series often up to 115 µM), for the others: at the highest dose activation, most hits filed as activators. actives 0.075% (n = 410,000); also: potency is read from the fitted curve at half-maximal effect; nearly all actives have a fitted effect of over 55% in size; some results filed as inactive show a strong effect at the top dose; inactives centre near -15; many of its hits are not listed in these tables
#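 HEK-293-derived GP2 cells expressing PTHR1 and a GloSensor cAMP reporter, 3,000/well, plated overnight, given luciferin plus IBMX (each 0.5 mM as added) for 1 h at 37 °C, then compound for 1 h at 37 °C. Luminescence was read after 15 min at room temperature.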
# EPAC1 antagonist: antagonists of human EPAC1. EPAC1 GEF assay, Rap1b-BODIPY-GDP exchange fluorescence. O95398. actives 0.14% (n = 360,000). Potency, µM (series often up to 115 µM), for the others: top-dose activity change, negative = inhibition, hits mostly inhibitors;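 also: potency is read from the fitted curve at half-maximal effect; plate controls were vehicle for no effect and positive control for full effect; nearly all actives have a fitted effect of over 50% in size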
# GLP1R cytotox: cytotoxic in the GLP-1 receptor inverse agonist counter-screen | HEK293 cAMP-luciferase reporter cells, luminescence, 24 h | AID 624418 | actives 0.13% (n = 410,000) | Potency, µM (series often up to 38.3 µM), for the others: at the top dose activity change, negative = inhibition, most hits filed as inhibitors;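 also: loss of luciferase light is scored as toxicity; potency is read from the fitted curve at half-maximal effect; % is scaled to controls: 0 for no effect and ±100 for the full control effect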
#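 Cells in DMEM/10% Nu serum/1% pen-strep, 1536-well format. Pre-incubated 12 h, dosed with 23 nL compound, incubated a further 24 h. Luciferase detection, 12 min at room temp, luminescence.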
# Starred values were filed as active, the others as inactive; i = inactive; ? = inconclusive; nt = not tested or not shown; & = joins results of further samples; [ ] = remark or other dose. Unless noted, calls follow the shape of the dose curve; as a rule, active = well fitted curve in the direction sought with a large enough effect; inconclusive = small, poorly fitted or top-dose-only effect, or another doubt; inactive = no such curve, though single readings can be large; an effect the other way counts as inactive or inconclusive.
SMILES,PLK1 PBD inh,GLP-1R agonist,GLP1R inv ag,IL2 activator,EPAC1 ag,PI5P4K alpha inh,PTHR1 ag,EPAC1 antagonist,GLP1R cytotox
CNc1cncc(-c2ccc(NS(C)(=O)=O)cc2)n1,7%,-3%,?,-0.5,-4%,?,i,-15%,-20%
O=C(OCC(=O)N1CCCC1=O)c1cccc([N+](=O)[O-])c1,-10%,-1%,22%,3.3,3%,1,6%,8%,3%
COc1ccc(-c2nc(CS(=O)CC(=O)NCCc3ccc(OC)c(OC)c3)c(C)o2)cc1 (stereo not drawn),-14%,11%,10%,-1.4,3%,-1,i,5%,-7%
O=C(N/N=C/c1cccnc1)c1ccc(NC(=O)c2ccc(F)cc2)cc1,-5%,-1%,12%,6.2,9%,-9,i,-13%,-1%
CCOC(=O)C1CCCN(C(=O)c2cc(-c3ccc(C)cc3)nc3ccccc23)C1 (stereo not drawn),-3%,-2%,12%[0.307 µM],-1.0,4%,7,-18%,-7%,-1%[0.307 µM]
COc1ccc([C@H]2CC(=O)C=C(c3cccc(C(C)C)c3)C2)cc1OC,2%,-1%,?,-0.7,2%,-1,-45%[inhibitor],1%,-9%
CCCC(=O)N(Cc1cc(=O)[nH]c2ccccc12)c1ccc(C)cc1,0%,8%,-16%,-0.8,-1%,-4,i,-8%,5%
O=C(CCNC(=O)c1ccc([N+](=O)[O-])cc1)NCc1ccccc1,-2%,15%,23%,-2.6,5%,0,i,8%,-4%
O=[N+]([O-])c1ccc(S(=O)(=O)CC2CSc3nc4ccccc4n32)cc1 (stereo not drawn),-6%,8%,0%,-2.4,-7%,5,-1%,-23%,-4%
COc1cccc(C(=O)CC(=O)C(=O)Nc2cc(OC)ccc2OC)c1,-5%,14%,9%,0.3,13%,2,-18%,-10%,2%
CC1CC(C)CN(CC(=O)NC(c2ccccc2)c2ccccc2)C1 (stereo not drawn),-8%,7%,?,-1.0,1%,-2,i,-14%,-27%
CCC(=O)N1COC[C@@H]1Cc1ccccc1,3%,-5%,8%,0.2,8%,6,-25%,13%,-4%[1.53 µM]
O=c1cc(CSc2ccccn2)[nH]c(=O)[nH]1,-7%,-2%,9%,1.7,-5%,-3,27%[57.5 µM],2%,0%
O=CN1Cc2[nH]c3ccccc3c2N(c2ccc(Cl)cc2)C1=O,-20%,2%,-8%,-1.7,7%,nt,?,7%,0%
COc1ccccc1NC(=S)NCC1CCCO1 (stereo not drawn),-16%,11%,7%,-0.3,-2%,0,-6%,?,-5%
COc1ccc(C(C(=O)NCc2ccc(F)cc2)N(Cc2cccnc2)C(=O)c2snc(C(N)=O)c2N)cc1 (stereo not drawn),-6%,5%,1%,-2.6,-3%,2,-29%,2%,-1%
CCOc1ccc(NC2OCC(O)C(O)C2O)c([N+](=O)[O-])c1 (stereo not drawn),-12%,-6%,5%,1.0,11%,-8,-23%,-30%,-16%
COc1ccc(C(NC(=O)C2CCN(CCc3ccccc3)CC2)c2ccccn2)cc1 (stereo not drawn),-12%,-6%,?,-0.5,3%,-4,7%,-19%,-8%
CCOC(=O)c1[nH]c(COC(=O)CCOc2ccccc2OC)c(C(=O)OCC)c1C,2%,4%,5%,-1.5,-9%,-3,i,4%,-4%
N#Cc1ccc(S(=O)(=O)N2CCN(CC(=O)NCC3(N4CCOCC4)CCCCC3)CC2)cc1,4%,6%,-13%,-0.2,12%,5,-15%,10%,-11%
N#C/C(=C/c1ccc(OCc2ccc(C(=O)O)cc2)c(Br)c1)c1cccc(F)c1,?,9%,1%,0.6,-4%,-26,-2%,-6%,-28%
Cc1ccc(C(=O)N2CCc3ccccc32)o1,1%,1%,-25%,-1.5,7%,-2,-7%,3%,14%
CCCCCCCCCCOC(=O)Cn1c(COc2cccc(C)c2)[n+](C)c2ccccc21,-17%,11%,-9%,-0.4,7%,1,-13%,-12%,-29%
CCCN(CCO)Cc1cccc(Cl)c1,-9%,-5%,4%,-1.9,2%,nt,i,-10%,5%
CCn1c(SCC(=O)N(C(C)C)C(C)C)nnc1-c1cc2ccccc2cc1O,-6%,-12%,?,-1.2,0%,4,-14%[57.5 µM],-11%,-11%
Cc1nc(NC(=O)COC(=O)CCS(=O)(=O)c2ccccc2Cl)c(Cl)cc1Cl,-1%,-13%,2%,-3.5,-1%,nt,-6%[57.5 µM],3%,1%
CCc1ccccc1NC(=O)CCS(=O)(=O)c1ccc2c(c1)CCCN2C(C)=O,-10%,4%,0%,-1.8,7%,-6,-5%,-1%,1%
CCOc1ccc(-c2cn(-c3ccc(OC)cc3)c(SC)n2)cc1,-3%,14%,?,-2.5,9%,8,-34%[inhibitor],-15%,6%
Cc1cc(C(=O)CSc2nnnn2C)c(C)n1-c1cccc(F)c1,-6%,-4%,0%,-0.1,-5%,nt,-16%[57.5 µM],10%,-5%
O=C(N/N=C/c1c[nH]c2ccccc12)c1cc(-c2ccc3ccccc3c2)n[nH]1,0%,0%,?,4.7,10%,-57*,i,-18%,-11%
Cc1cccc(CSc2ccc3nnc(-c4ccccn4)n3n2)c1,-2%,0%,0%[7.66 µM],-0.2,-3%,2,i,-27%,6%[7.66 µM]
O=C(NCc1ccc2c(c1)OCO2)c1ccc(CS(=O)Cc2ccc(Cl)cc2)o1 (stereo not drawn),-17%,-5%,-27%,-4.3,0%,5,-70%[inhibitor],-10%,-2%
COC(=O)c1sc2ccccc2c1-n1cccc1C(=O)C(=O)Nc1ccccc1,-7%,0%,?,0.0,20%,9,-6%[57.5 µM],-9%,-30%
Cc1ccc(C(=O)CCC(=O)OCC(=O)Nc2c(C)nn(-c3ccccc3)c2C)cc1,-14%,-7%,-4%,-1.0,4%,-5,-7%,-17%,21%
O=C(Cn1nnc(-c2ccccc2)n1)OC1CCOC1=O (stereo not drawn),-5%,3%,19%,-0.9,-4%,-4,i,-14%,5%
CCNc1nc(OC)nc(Oc2ccc(=O)n(-c3ccccc3)n2)n1,?,2%,60%[activator],0.3,7%,-6,i,-6%,1%
CCOc1ccccc1N(C)S(=O)(=O)c1ccc2c(c1)CC(C)N2C(=O)C1CC1 (stereo not drawn),1%,-8%,-35%,-2.8,-10%,0,-92%[inhibitor],-18%,-30%
O=C(Nc1ccccc1OC(F)F)c1ccc(S(=O)(=O)N2CCOCC2)cc1,1%,-7%,3%,-1.0,0%,-4,i,2%,-2%
O=C(COc1ccc(Cl)cc1Cl)NN=C1CCCCC1,-1%,9%,-22%,-0.8,9%,13,i,-6%,4%
O=C(CN1C(=O)NC(c2ccccc2)(c2ccccc2)C1=O)NC1CCS(=O)(=O)C1 (stereo not drawn),0%,10%,3%,0.4,-5%,3,i,16%,0%
Cc1nn2c(-c3ccccc3)ccnc2c1Br,-4%,6%,3%,0.0,8%,-1,-37%[inhibitor],5%,-1%
CCCn1c(=S)[nH]c2cc(C(=O)N3CCN(C)CC3)ccc2c1=O,0%,-2%,3%,-0.4,10%,0,i,-5%,8%
COc1cccc(N(C(=O)CNC(=O)c2ccco2)C(C(=O)NC2CCCCC2)c2cccnc2)c1 (stereo not drawn),-9%,14%,6%,0.4,-1%,3,-69%[inhibitor],-25%,2%
O=S(=O)(Nc1cccc(Cl)c1)c1ccc(-n2cccn2)cc1,-14%,-4%,?,2.9,-5%,7,-36%,-16%,-5%
O=C(C1=C(O)C(=O)N(CCN2CCOCC2)C1c1ccc(Br)cc1)c1cc2ccccc2o1 (stereo not drawn),-18%,-8%,8%,0.0,13%,0,-20%,-12%,1%
O=C(CCC1CCCC1)Nc1ccon1,-8%,-14%,2%,-0.5,2%,0,i,-26%,-13%
Cc1ccc(S(=O)OCC(=O)Nc2cc(Cl)ccc2N2CCOCC2)cc1 (stereo not drawn),17µM*,1%,?,-0.9,-13%,?,-11%,-11%,-8%
CCCc1ccc(-c2c(C)sc(N)c2C#N)cc1,-18%,10%,?,-3.0,2%,-2,-15%,-11%,?
N#Cc1ccc(S(=O)(=O)NCCc2ccncc2)cc1,0%,10%,7%,-2.4,1%,7,i,2%,-15%
CCOC(=O)c1nnc2c(-c3ccc(OC)cc3)c(C)nn2c1N,nt,3%,3%,nt,nt,nt,17%,nt,1%
O=c1cc(-c2ccc(O)cc2)oc2cc(O)cc(O)c12,-16%,1%,27%,-0.7,-14%,?,-41%[inhibitor],-17%,-15%
COc1cc(OC)cc(-c2nc(-c3cccs3)no2)c1,-9%,4%,6%,-5.6,0%,4,i,3%,6%
Cc1c(C)c2ccc(OC3CCCCC3=O)cc2oc1=O (stereo not drawn),-2%,28%,62%[activator],-1.8,-4%,10,i,9%,-8%
CCc1cc(/C(Cc2csc(C)n2)=N/O)c(O)cc1O,-1%,7%,-14%,-0.1,-7%,4,-21%[57.5 µM],-9%,-15%
Cc1ccc(-c2cc3nc(-c4ccc(Br)cc4)cc(N)n3n2)cc1,1%,-14%,-20%,5.6,-2%,-5,-34%[inhibitor],-10%,6%
COc1cc(S(=O)(=O)NCCCN2CCOCC2)ccc1Cl,-3%,-1%,14%,-0.9,-1%,nt,-3%[57.5 µM],0%,0%
COc1ccc(NC(=O)Cn2nnc(C(=O)NCCc3ccccc3)c2N)cc1,-17%,-6%&2%,-11%&-24%,0.9,-8%,4,-4%&-32%,-15%,-1%&-9%
C=C(C)CSc1nnc([C@@H]2CCCN2)o1,4%,-5%,1%,-1.7,-6%,-1,i,5%,5%

# Quoted from the entries so far (2 entries):
SMILES,PLK1 PBD inh,GLP-1R agonist,GLP1R inv ag,IL2 activator,EPAC1 ag,PI5P4K alpha inh,PTHR1 ag,EPAC1 antagonist,GLP1R cytotox
O=C(CCC1CCCC1)Nc1ccon1,-8%,-14%,2%,-0.5,2%,0,i,-26%,-13%
Cc1ccc(S(=O)OCC(=O)Nc2cc(Cl)ccc2N2CCOCC2)cc1 (stereo not drawn),17µM*,1%,?,-0.9,-13%,?,-11%,-11%,-8%

# High-throughput results from PubChem BioAssay.

# The list is partial; count on the stated rates, not on these rows.
